# From PubChem
# Dynein transport: dynein cargo transport inhibition; z-score, hits read low; 3617.4 mouse cells, GR-EGFP nuclear translocation imaging; test concentration mostly 20 µM; stimulated with dexamethasone, 1 µM; stronger effect = lower value; 220,000 tested, 0.47% active;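 active means plate z-score of nuclear minus cytoplasmic receptor signal below a set negative limit, without overly bright fluorescence or cell loss, cut at about -3.5 in these data, passing the limit was not always enough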;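 further: z-score of nuclear minus cytoplasmic ring GR-EGFP intensity difference per well; some compounds called inactive have numbers as strong as hits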
#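 medium = tetracycline-free induction medium containing charcoal-stripped FBS | probe or stimulus = dexamethasone, 1.0 µM final | timing = 48 h induction, then 1 h compound, then 30 min agonist, 37 °C | detection = automated 10x imaging of fixed Hoechst-stained cells | read-out basis = nuclear versus cytoplasmic GR-EGFP signal, averaged per well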
# bCat nuc transl: alters nuclear translocation of beta-catenin in HeLa cells. immunofluorescence imaging. nuclear translocation activity, % at 5 µM. 190,000 tested, 0.3% active. AID 1665;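 active means nuclear translocation activity above 50% at 5 µM, with a well cell count of 50 or more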;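 further: per-cell ratio of nuclear to cytoplasmic median beta-catenin stain intensity; plate controls were DMSO negative control for no effect and GSK-3 inhibitor IX positive control for full effect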
#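 Test system: human HeLa cells, native beta-catenin. Compound dosing: 5 µM primary single dose, 0.1% DMSO, 0.02–20 µM confirmation series. Incubation: compound exposure 24 h at 37°C. Detection: beta-catenin immunostaining with DAPI counterstain, 20x imaging, 6 fields/well. Read-out basis: Nuclear/cytoplasmic beta-catenin signal ratio, % activation.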
# P. falciparum M1AAP: malaria alanyl aminopeptidase activity blockers – biochemical, fluorogenic H-Leu-NHMec substrate, 1536-well (AID 1445); inhibition, % at 30 µM; hits with a dose series show IC50 in µM; recombinant M1AAP, H-Leu-NHMec fluorogenic kinetic assay; higher % means a stronger effect; 220,000 tested, 0.42% active;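 active means primary inhibition above the hit cutoff, then over 50% inhibition at one or more dose response concentrations, cut at about 23% in these data, passing the limit was not always enough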;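 further: plate controls were DMSO full reaction for no effect and no enzyme background for full effect; strong numbers were not always called active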
# Yfh1-off respiration: mitochondrial function rescue without frataxin homolog – Friedreich's ataxia, plus single-dose screen, dose response (AID 1465) | S. cerevisiae Yfh1-off respiration, WST-1 reduction, 72 h; higher fold induction means a stronger effect | fold induction at 50 µM, or EC50 in µM where a hit was titrated | 220,000 tested, 0.074% active;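 active means fold induction of absorbance versus untreated yeast above a set limit, then at least 30% activation at any dose in follow-up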;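 further: activators that raise dye reduction in frataxin-depleted yeast; strong numbers were not always called active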
# M17LAP inhibition: P. falciparum M17LAP inhibitors, primary screen, biochemical, fluorogenic H-Leu-NHMec substrate, 1536-well (AID 1619). 220,000 tested, 0.38% active. recombinant M17LAP, H-Leu-NHMec fluorogenic kinetic assay; higher % means a stronger effect. inhibition, % at 30 µM; hits with a dose series show IC50 in µM;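 active means compound inhibiting the enzyme by more than half at any dose during confirmatory dose-response retesting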;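 further: plate controls were full reaction with DMSO carrier for no effect and no enzyme background for full effect; strong numbers were not always called active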
# Autophagy mod: autophagy modulation, high-content screen; calls only at 10 µM (by protocol); 190,000 tested, 0.98% active; AID 463193; MEF GFP-LC3 puncta imaging; test concentration mostly 10 µM;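 active means percentage of spot-positive cells more than 3 SD above its plate mean, without a fluorescence outlier flag or 80% toxicity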;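 further: spot-positive cell cutoff set from DMSO-treated cells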
# WT yeast gro inh: growth inhibition of WT yeast, mitochondrial fusion screen; mitochondrial fusion phenotypic screen, WT strain; inhibition, % at 10 µM; 190,000 tested, 2.1% active; AID 1362; in the data active means inhibition above about 58%; tested in S. cerevisiae
# T cell HTS: T cell immune modulators affecting CD8 T cell-vesicle binding; AID 2052; 330,000 tested, 0.068% active; calls only at 7 µM; 2C CD8+ T cell-vesicle binding, flow cytometry; stronger effect = lower value;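 active means response, share of CD8 T cells binding vesicles, and their 90th percentile fluorescence all below set limits, cut at about 80% in these data, passing the limit was not always enough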
#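 Also added: QL9-peptide-loaded Drosophila micro-vesicles bearing Ld, ICAM-1 and B7-1; Test system: purified 2C TCR transgenic mouse naive CD8+ T cells; Measured by: cytometric PE anti-B7-1 and Alexa647 anti-CD8 signals after 1% paraformaldehyde fixation; Timing: binding step 1.5 h, 37 °C, antibody labelling 20 min, ice.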
# MT stabilizer: microtubule stabilizers in HeLa cells | 200,000 tested, 0.83% active | HeLa tubulin immunostaining HCS, 24 h; share of cells brighter than vehicle mean+2SD | % tubulin-high responders, % at 10 µM;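 active means plate Z-score above 3 for both tubulin-high and condensed-nucleus cell shares, with cell loss under 80%, at 10 µM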;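 further: anti alpha tubulin signal scored within the nucleus-defined area of each cell; some results filed as inactive read as strong as hits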
# WT yeast gro inh mutant strain: also measured in WT yeast gro inh; calls as there; inhibition, %; mitochondrial fusion phenotypic screen, mutant strain inhibition
# Dynein transport cytoplasmic EGFP: also measured in Dynein transport; calls as there; z-score; measured here: cytoplasmic GR-EGFP intensity; stronger effect = higher value
# Dynein transport nuclear GR-EGFP: second read-out of Dynein transport, no call of its own (marks repeat the call); z-score; measured here: nuclear GR-EGFP intensity;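 lower value marks the stronger effect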
# Dynein transport cell count: second read-out of Dynein transport, no call of its own (marks repeat the call); z-score; measured here: cell count per field
# bCat nuc transl cell count 5 µM: recorded beside bCat nuc transl, whose call it bears; cell count; measured here: cell count, cytotoxicity flag
# T cell HTS vesicle-bound %: second read-out of T cell HTS, no call of its own (marks repeat the call); double positive events, %; measured here: CD8+ vesicle-bound cell fraction;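 binding gate set so that unloaded-vesicle control wells show 10% double positive cells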
# MT stabilizer Hoechst-high %: further read-out of MT stabilizer, marked with its call; % Hoechst-high responders; measured here: nuclear condensation Hoechst responders;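 share of cells brighter than vehicle mean plus two SD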
# MT stabilizer cytotoxicity %: further read-out of MT stabilizer, marked with its call; toxicity, %; measured here: cytotoxicity by cell density;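 0% = mean cell density of plate MIN control wells and 100% = no cells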
# Autophagy mod cell loss 18 h: further read-out of Autophagy mod, marked with its call; toxicity, %; measured here: cell loss, nuclei count;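 cell loss after 18 h compound exposure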
# * marks the source's active call; other numbers are inactive results; i = inactive; x = not tested or not shown; + = active, no number.
# The line under a structure holds: Dynein transport	Dynein transport cytoplasmic EGFP	Dynein transport nuclear GR-EGFP	Dynein transport cell count	bCat nuc transl	bCat nuc transl cell count 5 µM	P. falciparum M1AAP	Yfh1-off respiration	M17LAP inhibition	Autophagy mod	Autophagy mod cell loss 18 h	WT yeast gro inh	WT yeast gro inh mutant strain	T cell HTS	T cell HTS vesicle-bound %	MT stabilizer	MT stabilizer Hoechst-high %	MT stabilizer cytotoxicity %
CC(C)NC(=O)c1onc(CSc2ccccc2)c1C(=O)O
    0.099	-0.16	-0.65	-0.19	-0.2	1318	3%	i	18%	i	-1	6	20	x	x	2.7	1.4	7.3
COc1ccc(C(=O)NCc2nnc(SCC(=O)N3CCc4ccccc43)o2)cc1OC
    -0.085	-0.25	0.57	0.18	-1.8	1150	-1%	i	-2%	i	-3	1	-2	i	38	1.7	0.9	5.3
Cc1cc(C)n2nc(SCCCC(=O)c3ccc(F)cc3)nc2n1
    -1.3	-0.14	-0.53	0.98	0.8	1017	1%	i	11%	i	-6	-23	-9	i	28	2.4	2.4	3.8
COc1ccc(Cl)cc1NC(=O)CSc1nnc(COc2ccccc2)n1N
    -1	-0.22	-0.53	0.38	0.2	1060	5%	i	-4%	i	7	2	-5	i	42	2.3	1.4	6.8
CC(=O)N1CCc2ccc(C(=O)CN3CCN(c4cccc(C)c4C)CC3)cc21
    -1.5	-0.0066	-0.39	0.92	x	x	3%	i	1%	i	-6	-2	-2	x	x	2.8	2.1	12
C=CCn1c(SCC(=O)Nc2cc(C)cc(C)c2)nnc1-c1cnccn1
    0.74	-0.25	0.94	-0.53	-0.9	858	10%	i	-6%	i	12	0	-24	i	36	4.6	3.2	3.3
COc1ccc(N2CCN(C(=O)c3ccccc3F)CC2)c([N+](=O)[O-])c1
    -1.7	-0.74	-0.78	1.1	0.6	1336	4%	i	-3%	x	x	x	x	i	36	x	x	x
CN(CC1CCCO1)S(=O)(=O)c1ccc(C(=O)NCc2ccccc2)cc1 (stereo unspecified)
    -0.87	-0.32	-0.37	0.63	-0.3	1092	0%	i	4%	i	-3	-6	-3	i	53	2.1	2.6	6.7
CCOC(=O)C(C(=O)OCC)C(Nc1ccc(Br)cc1)c1ccccc1 (stereo unspecified)
    -1.5	-0.018	-0.91	0.7	3.6	1282	2%	i	-14%	i	0	-22	0	i	28	1.3	1.6	1.3
Nc1nc(-c2ccccc2)[nH]c(=O)c1N
    1.4	0.019	1.1	-1.7	x	x	8%	i	-66%	i	14	7	4	i	49	5.6	2.9	0.8
CC1(C)CSC(=NCCc2ccccc2)N1C(=O)c1ccc(C#N)cc1
    0.94	-0.15	1.2	-1.6	2.2	788	2%	i	-15%	i	-3	11	-3	i	34	1.3	2.3	1.5
CCN1CCN(C(=O)c2ccc3c(c2)N(Cc2ccc(F)cc2)C(=O)c2ccccc2S3=O)CC1 (stereo unspecified)
    -1.1	-0.18	-0.33	0.12	-10	1174	0%	i	-2%	x	x	10	-2	i	26	2.0	2.5	7.4
CCOC(=O)n1c(=O)oc2ccc(Cl)cc21
    -0.18	-0.2	-0.14	0.42	5.2	546	-1%	i	-5%	i	14	8	9	i	21	2.8	1.6	0.0
Cc1nn(Cc2ccc(C(=O)n3cccn3)o2)c(C)c1Br
    -1.3	-0.03	-0.79	0.3	-0.5	1090	2%	i	-12%	i	0	3	0	i	32	4.0	2.7	5.5
CC(=O)N/C(=C\c1ccc(F)cc1)C(=O)OC(C)C
    0.92	-0.17	0.27	-0.54	-3.3	1140	0%	x	-1%	i	16	16	12	i	39	5.1	1.7	1.8
Cc1c2cnn(-c3ccccc3)c(=O)c2c(C)n1CCCC(=O)NCCN1CCN(C)CC1
    0.3	-0.28	0.63	-0.27	0.5	1349	1%	i	0%	x	x	x	x	i	27	x	x	x
Cc1nc2ccccc2n1CC(=O)N/N=C/c1cccs1
    0.54	-0.2	0.11	-1.1	-0.5	910	1%	i	8%	i	-2	2	4	i	47	1.4	2.4	9.0
Cc1ccc(N(CC(=O)O)S(C)(=O)=O)cc1
    -0.65	-0.36	-0.47	0.47	-3.3	1130	-4%	i	-6%	i	6	-11	5	i	43	4.5	2.0	0.0
CCOc1ccc(NC(=O)c2c[nH]n3c(=O)cc(C4CCN(C(=O)OC(C)(C)C)CC4)nc23)cc1
    -0.29	-0.25	0.29	0.61	-0.6	1277	-6%	i	9%	x	x	x	x	i	36	x	x	x
O=C1OCCC1S(=O)(=O)c1ccc2ccccc2c1 (stereo unspecified)
    -0.61	-0.22	-0.14	0.61	0.5	1174	2%	i	0%	i	12	-10	-28	i	52	2.0	1.6	6.7
CCCc1nnc(SCC(=O)N2CCCCC2C)n1CCCOC (stereo unspecified)
    0.24	-0.23	-0.73	0.95	0.4	1329	-1%	i	-1%	i	-2	41	25	i	34	2.9	1.0	1.8
C=CCn1c(N)nc2ccccc21
    0.19	-0.12	0.08	0.36	-2.9	1017	-10%	i	-2%	i	-15	0	19	i	32	1.4	2.1	8.8
CCOc1ccc(-n2c(SCc3cc(=O)oc4cc(C)c(C(C)C)cc34)nnc2-c2cccnc2)cc1
    0.18	-0.23	0.25	0.51	4.0	1041	2%	i	1%	i	20	9	-1	i	9	2.0	1.5	8.3
NCCCC[C@H](NC(=O)C1CCNCC1)c1nnc([C@@H](N)CO)o1
    -1.1	-0.27	-0.44	0.49	-1.2	1159	-3%	i	-1%	i	-12	1	8	i	38	5.0	1.5	2.4
CC(=O)c1ccc(OCCCC(=O)n2nnc3ccccc32)cc1
    2.5	-0.17	1.3	-1.1	1.2	1119	7%	i	62µM*	+	-0.8*	-14	-16	i	10	2.5	1.4	6.5
CCOC(=O)c1ccc2[nH]c(C)cc(=O)c2c1
    -0.14	-0.19	0.25	-0.19	-3.4	965	7%	i	-19%	x	x	-1	7	i	25	1.4	1.2	11
CCN(CC)S(=O)(=O)c1ccc2nc(CSc3nnnn3-c3ccc(O)cc3)[nH]c2c1
    1.7	-0.23	0.29	-0.024	-5.3	960	0%	i	-9%	i	11	-6	15	i	30	1.9	2.1	7.3
COc1ccc(C2C(C(N)=O)=C(C)Nc3nc(-c4ccccc4Cl)nn32)c(OC)c1 (stereo unspecified)
    -0.03	-0.2	0.2	0.27	0.5	1129	3%	i	-12%	i	11	12	7	i	47	2.1	2.7	9.5
CS(=O)(=O)N1CCc2cc(-c3csc(NC(=O)Cc4cccs4)n3)ccc21
    0.21	-0.22	0.29	-0.25	2.5	857	-3%	i	5%	i	-6	16	-1	i	58	4.7	2.1	0.3
CCCN1CCN(C(=O)c2cccc3c2C(=O)N(CCOC)C3)CC1
    0.34	-0.17	0.48	-0.46	-6.5	1151	-1%	i	-1%	i	15	-11	-4	i	52	5.4	2.1	5.8

# Ordered by count of non-hydrogen atoms (ascending): some entries from above
# The line under a structure holds: Dynein transport	Dynein transport cytoplasmic EGFP	Dynein transport nuclear GR-EGFP	Dynein transport cell count	bCat nuc transl	bCat nuc transl cell count 5 µM	P. falciparum M1AAP	Yfh1-off respiration	M17LAP inhibition	Autophagy mod	Autophagy mod cell loss 18 h	WT yeast gro inh	WT yeast gro inh mutant strain	T cell HTS	T cell HTS vesicle-bound %	MT stabilizer	MT stabilizer Hoechst-high %	MT stabilizer cytotoxicity %
C=CCn1c(N)nc2ccccc21
    0.19	-0.12	0.08	0.36	-2.9	1017	-10%	i	-2%	i	-15	0	19	i	32	1.4	2.1	8.8
CCOC(=O)c1ccc2[nH]c(C)cc(=O)c2c1
    -0.14	-0.19	0.25	-0.19	-3.4	965	7%	i	-19%	x	x	-1	7	i	25	1.4	1.2	11
CCCc1nnc(SCC(=O)N2CCCCC2C)n1CCCOC (stereo unspecified)
    0.24	-0.23	-0.73	0.95	0.4	1329	-1%	i	-1%	i	-2	41	25	i	34	2.9	1.0	1.8
CCCN1CCN(C(=O)c2cccc3c2C(=O)N(CCOC)C3)CC1
    0.34	-0.17	0.48	-0.46	-6.5	1151	-1%	i	-1%	i	15	-11	-4	i	52	5.4	2.1	5.8
